# Screening data: PubChem, Broad Institute
# Xi reactivation: X-chromosome reactivation activator. XiGFP mouse fibroblasts, % GFP-positive cells imaging, 3 d; cells co-treated with 5-aza-dC sensitizer; scaled so ellipticine positive control = 100%. 0.055% of 360,000 active. activation, % at 7.58 µM. AID 743238;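 active = mean normalized replicate activation at least 10% and every replicate at or above 10%; inconclusive = only one of the two criteria met; inactive = mean below 10% and not all replicates reach 10%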;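 note: 0% = median of on-plate neutral control wells and 100% = ellipticine 6 µM median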
#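 Assay system: SV40-immortalized XiGFP fibroblast cells, line 68-5-11; buffer or medium: DMEM plus 5-aza-dC sensitizer; compound: one concentration, pinned; timing: compounds 3 days, fix/stain 15 min at room temperature; benchmarks: positive control ellipticine, 6 µM final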
# DENV2 CPE rescue: DENV2-induced cell death inhibition | DENV2-infected cells, cytopathic effect rescue, plate reader | CPE inhibition, % at 9.99 µM | 1.7% of 350,000 active; in the data active = CPE inhibition above about 20%, passing the limit was not always enough; inconclusive = no clear call, values can overlap the other calls; tested in BHK-21 cells;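 note: 0% = median of neutral control wells and 100% = median of positive control wells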
# EWS-Fli block: blocks EWS/Fli oncoprotein-driven transcription. A673 NR0B1-luciferase reporter, viability-normalised. inhibition, % at 12.6 µM. 0.67% of 350,000 active. AID 651661;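 active = mean inhibition of at least 50% after viability correction, with every replicate also passing that limit; inconclusive = mean reaches 50% but only one of two replicates passes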;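 note: firefly luciferase signal divided by Alamar Blue viability fluorescence both relative to DMSO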
# ERp5 inh: blocks human ERp5 reductase activity on insulin. ERp5 insulin aggregation, absorbance 650 nm, 90 min. inhibition, % at 9.99 µM. 0.05% of 350,000 active. AID 651711;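 active = mean replicate inhibition above about 25%, with every replicate also reaching it, limit read from the data, passing the limit was not always enough; inconclusive = only one of those two criteria met; inactive = neither criterion met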
# Target sequence (Q15084 whole entry, looked up): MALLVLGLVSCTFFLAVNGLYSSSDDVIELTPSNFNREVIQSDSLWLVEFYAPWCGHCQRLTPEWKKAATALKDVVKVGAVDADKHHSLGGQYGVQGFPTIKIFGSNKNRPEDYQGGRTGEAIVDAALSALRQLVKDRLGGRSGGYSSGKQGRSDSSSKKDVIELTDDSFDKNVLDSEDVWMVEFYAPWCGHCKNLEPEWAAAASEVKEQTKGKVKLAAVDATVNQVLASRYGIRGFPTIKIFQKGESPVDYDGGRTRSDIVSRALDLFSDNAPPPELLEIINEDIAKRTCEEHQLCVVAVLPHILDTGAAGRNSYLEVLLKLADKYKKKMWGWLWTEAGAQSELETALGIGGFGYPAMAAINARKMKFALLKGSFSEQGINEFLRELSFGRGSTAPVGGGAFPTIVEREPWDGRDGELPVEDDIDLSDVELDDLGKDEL
# INS-1E GSIS act: GLuc luminescence reporter in INS-1E cells, primary screen for activators of glucose-dependent secretion of insulin. INS-1E GLuc reporter insulin secretion, 2-3 h. 0.61% of 370,000 active. activation, % at 16.6 µM. AID 743287;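 active = lowest replicate activation of at least 40%, so every replicate reaches that level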;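 note: 0% = median of neutral control wells and 100% = median of IBMX positive control wells; some compounds called inactive have numbers as strong as hits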
# PAX8 reporter: PAX8 transcriptional activity inhibition | RMG-I TPO-luciferase reporter, SteadyGlo, 24 h | inhibition, % at 12.6 µM | 1.2% of 360,000 active | AID 652154;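 active = mean replicate inhibition at least 60% with every replicate also reaching 60%; inconclusive = only one of the two criteria is met; inactive = mean below 60% and not all replicates reaching 60%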;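 note: luciferase light reporting Pax8 driven TPO promoter activity; plate controls were median of neutral control wells for no effect and mitoxantrone controls for full effect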
# ARNT TACC3 PPI: ARNT/TACC3 interaction disruption | inhibition, % at 9.99 µM | AlphaScreen His-ARNT PAS-B/GST-TACC3 binding, luminescence; TACC3 fragment carries E629A point mutation | 0.66% of 390,000 active | Q9Y6A5;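 active = mean inhibition of replicates at least 50% and at least half of replicates each reaching 50%; inconclusive = half or more replicates reach 50% but mean below 50%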;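 note: 0% = complete ARNT plus TACC3 wells and 100% = ARNT alone without TACC3; many hits fall short of the cut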
# CFTR F508del cor: CFTR F508del correction in bronchial cells; CFBE cells, YFP halide quenching; stimulated with forskolin plus potentiator P3; % fluorescence drop versus neutral controls; activity (quench increase), % at 7.58 µM; 0.36% of 350,000 active;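 active = mean added fluorescence quench of at least 8% versus neutral control, with both replicates also reaching 8%; inconclusive = only one of the mean or replicate conditions met; inactive = mean below 8% and not both replicates reaching 8%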;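 note: cells transiently co-express mutant CFTR-F508del with the halide-sensitive YFP; corrector assay measuring rescue of mutant channel to the surface after 24 h compound exposure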
# Active calls of the source: *; ? = inconclusive; nt = not tested or not shown.
Structure	INS-1E GSIS act	CFTR F508del cor	DENV2 CPE rescue	ARNT TACC3 PPI	ERp5 inh	PAX8 reporter	EWS-Fli block	Xi reactivation
CC(C)(C)CC(C)(C)SSc1n[nH]c(=S)s1	13	nt	4	-5	0	1	5	0.0
CC(/C=N\NC(=O)c1ccc2c(c1)OCO2)c1ccccc1 (stereo not drawn)	nt	3.1	19	6	2	nt	-1	0.1
C[C@@H]1CN([C@H](C)CO)C(=O)CCCn2cc(nn2)CO[C@@H]1CN(C)S(=O)(=O)c1ccc(-n2cccn2)cc1	11	-2.2	-6	nt	6	-6	-16	0.1
COc1ccc(C(CNC(=O)Cc2ccccc2)N2CCCCC2)cc1 (stereo not drawn)	-6	0.3	-1	-7	4	-4	4	0.4
COc1ccc(C(CNC(=O)c2cccc(NC(=O)c3cccs3)c2)N2CCCC2)cc1 (stereo not drawn)	14	-4.3	-2	3	5	-10	-5	0.0
CCOc1ccc(NC(=O)CN2C(=O)NC3(CCCCCC3)C2=O)cc1	-12	-2.7	0	0	-2	5	2	0.0
Nc1nnc(-c2cccc(Cl)c2Cl)c(N)n1	-3	0.0	-8	-4	3	-19	-11	-0.2
C/C=C/C=C/C(=O)Nc1nccs1	16	0.0	-6	1	6	-86	-53	0.0
O=C(NCC[C@@H]1CC[C@H](NC(=O)C2CCCC2)[C@@H](CO)O1)c1cnccn1	-8	2.2	0	4	5	-9	6	0.0
O=C(COC(=O)c1ccc(O)cc1O)Nc1ncc(Cl)cc1Cl	6	2.5	8	-17	-2	4	-7	0.0
CC(=O)N1c2ccc(S(=O)(=O)N3CCC(C(=O)N4CCN(c5ccccc5F)CC4)CC3)cc2CC1C (stereo not drawn)	nt	-2.2	8	-8	-6	6	13	0.1
O=C(Nc1ccccc1)N1CC(=O)N2[C@H](CO)[C@@H](c3ccc(C#CC4CCCCC4)cc3)[C@H]2C1	-22	0.2	-1	nt	-1	nt	0	0.0
C[C@@H](O)C#Cc1ccc([C@@H]2[C@@H](CO)N3CCCCN(C(=O)c4ccncc4)C[C@@H]23)cc1	9	-1.9	-4	-3	-3	-11	4	0.4
CN1C(=O)c2cc(NC(=O)c3cccc(F)c3)ccc2OC[C@@H]2O[C@H](CC(=O)Nc3ccccc3)CC[C@H]21	-7	2.1	1	5	-7	11	4	0.0
COc1ccccc1C(=O)N/C(=C\c1ccc(Br)cc1)C(=O)NCCC(=O)O	-4	-1.4	nt	-4	8	-17	-8	0.5
C[C@H](CO)N1C[C@H](C)[C@H](CN(C)CC2CC2)Oc2cc(C#Cc3ccncc3)ccc2S1(=O)=O	0	-5.6	18	-7	0	nt	2	0.8
CCCC(=O)Nc1ccc2c(c1)C(=O)N(C)C[C@H](OC)[C@@H](C)CN(C(C)=O)[C@@H](C)CO2	8	2.8	-11	-1	2	nt	-1	0.9
Cc1ccc([N+](=O)[O-])cc1NC(=O)CSc1nncc2ccccc12	-2	-0.2	6	-3	9	18	-29	0.0
O=C(c1ccc(F)c(S(=O)(=O)N2CCOCC2)c1)N1CCc2ccccc21	-3	-0.4	-5	2	9	18	11	0.1
CCN1C(=O)[C@H]2[C@H]3CN=C(SCc4ccc(C(=O)OC)cc4)N3[C@@](C)(C(=O)OC)[C@H]2C1=O	-7	-2.6	2	-5	-2	-11	2	0.4
COC(=O)c1c(NC(=O)C2CC2)sc2c1CCCC2	nt	2.3	?	1	1	16	0	-0.1
Cc1ccc(NC(=O)CCC(=O)c2cccs2)c(O)c1	24	-0.6	4	-8	1	-51	-16	-0.3
CC(=O)Nc1ccc2c(c1)C(=O)N(C)[C@H]1CC[C@@H](CC(=O)NCCCN3CCOCC3)O[C@@H]1CO2	0	-1.7	5	-12	-2	-1	1	0.2
COc1ccc(S(=O)(=O)N2CC[C@@H]3[C@H]2c2cc(Br)ccc2N[C@@H]3CO)cc1	4	-1.1	nt	-5	nt	-2	11	0.3
CO[C@H]1CN(C)C(=O)c2ccc(NS(=O)(=O)c3ccc(-c4ccccc4)cc3)cc2OC[C@H](C)NC[C@H]1C	-5	-0.4	-1	3	4	6	-2	-0.4
COCC(=O)Nc1ccc2c(c1)OC[C@H](C)N(C(=O)c1ccncc1)C[C@H](C)[C@H](OC)CN(C)C2=O	24	-1.2	13	-4	13	nt	-3	0.0
COc1cccc(C(=O)N2CCC[C@H]2C(=O)N2CCC[C@H]2C(=O)NCc2ccc(F)cc2F)c1	12	1.4	7	nt	2	7	-3	0.0
COc1ccc(S(=O)(=O)N(C)C[C@H]2OCCCC[C@@H](C)Oc3ccc(NS(C)(=O)=O)cc3C(=O)N([C@H](C)CO)C[C@@H]2C)cc1	-1	-0.3	10	-9	0	1	-11	0.0
C[C@@H]1CN([C@@H](C)CO)C(=O)c2cc(/C=C/c3ccccc3)cnc2O[C@H]1CN(C)C(=O)C1CC1	-12	-2.8	nt	nt	nt	nt	-7	-0.8
CN(C)CC(=O)N1CCCCN2[C@H](C1)[C@H](c1ccc(-c3cccnc3)cc1)[C@@H]2CO	3	-1.0	-5	1	-2	-3	-10	0.0
O=C(CC1C(=O)NCCN1C(=O)c1ccc([N+](=O)[O-])cc1)Nc1ccc(F)cc1 (stereo not drawn)	-7	-0.2	0	-2	0	-3	nt	0.1
Cn1c(=O)c(Oc2ccc(Cl)cc2)c(O)c2ccccc21	11	nt	9	1	3	-15	-2	0.0
C[C@@H]1CN([C@@H](C)CO)C(=O)c2cccc(NS(=O)(=O)c3cccs3)c2O[C@H]1CN(C)S(=O)(=O)c1ccc(F)cc1	6	1.0	7	0	7	-23	12	0.1
COc1ccc(NC(=O)C2CCN(C(=O)c3ccccc3)CC2)c(OC)c1	1	-0.4	0	-4	0	nt	12	nt
C[C@@H]1CN([C@@H](C)CO)C(=O)c2cc(C#CCN(C)C)cnc2O[C@@H]1CN(C)C(=O)Nc1ccccc1F	2	-1.3	1	-3	-9	nt	0	-0.3
COc1ccccc1-c1noc2c1C(=O)N(Cc1cn(-c3ccc(Cl)cc3)nn1)CC2	-9	2.8	-9	nt	1	13	12	0.2
COc1ccc(C=O)cc1COc1ccccc1F	5	nt	nt	-14	nt	-15	nt	-0.2
Brc1ccc(-c2noc(C3CCCCC3)n2)cc1	-12	-1.8	3	-3	6	-78	-75	0.0
COc1ccc(NC(=O)CSc2nn3c(=O)c(C)nnc3s2)cc1	36	1.2	-8	61*	-5	-6	nt	0.2
Cc1ccc(C(=O)NNC(=O)COc2ccc(Cl)cc2C)o1	-10	-1.1	-5	-3	6	5	-6	0.0
O=C1CNc2cc(Cl)ccc2N1	14	2.5	13	nt	-2	3	5	1.0
C[C@H]1CN([C@@H](C)CO)C(=O)c2cc(NS(=O)(=O)c3cn(C)cn3)ccc2O[C@H]1CN(C)Cc1ccc(-c2ccccc2)cc1	-5	1.8	14	-2	-1	-16	7	0.0
COc1ccc(Oc2ccc(C(F)(F)F)cc2NC(=O)c2ccc(OC)cc2)cc1	nt	-3.2	0	-9	1	13	-6	0.4
Cc1ccnc(NC(=O)c2ccc(NS(=O)(=O)/C=C/c3ccccc3)cc2)c1	-35	-2.7	3	10	-5	-34	-9	0.1
C=CCNCCCCOc1ccccc1-c1ccccc1	-7	nt	nt	-3	nt	-2	nt	0.0
CCOc1ccc(C(=O)NCC(=O)N2CCC3(CC2)NCCc2[nH]cnc23)cc1	32	-1.8	13	7	-1	-8	nt	0.1
CCN(CC)c1ccc(/C=N/NC(=O)c2cc(C)nc3ccccc23)cc1	19	3.7	5	-4	0	8	-3	0.2
CCOC(=O)c1c(NC(=O)CN2CCN(C)CC2)sc(C(=O)Nc2ccccc2)c1C	-7	-1.5	-3	nt	3	-44	-2	0.1
S=c1[nH]nc(-c2cccs2)n1/N=C/c1cn(-c2ccccc2)nc1-c1cccs1	2	-0.5	-12	nt	1	-119	-71	0.0
OCC1(Cc2ccccc2)CCCN(Cc2cnn(-c3ccccc3)c2)C1 (stereo not drawn)	-1	2.0	6	-5	6	22	0	0.1
CN1CCN(S(=O)(=O)c2cccc(C(=O)Oc3ccccc3Cl)c2)CC1	-7	-0.6	-9	7	-4	-10	3	0.0
CCCCn1c(N)c(N(CCOC)C(=O)c2ccc(Cl)c(S(=O)(=O)N3CCCCC3)c2)c(=O)[nH]c1=O	-4	2.1	-5	-8	1	nt	-2	0.0
Cc1cccc(CSc2ccc(-c3ccco3)nn2)c1	nt	-3.8	-2	nt	2	-160	-64	0.0
CCOC(=O)N1CCN(C(=O)c2ccc3c(c2)N(CC)CCS3)CC1	-21	-1.5	13	-3	-2	0	-5	0.2
OC1(c2ccc(Br)cc2)CN(c2ccccc2)C2=[N+]1CCS2 (stereo not drawn)	-13	-0.9	16	-2	-3	34	13	0.0
C=CCOc1cccc(CNCCCN2CCOCC2)c1	-14	-2.7	3	-7	-1	5	-5	0.3
CNC(=O)c1ccsc1NC(=O)CCS(=O)(=O)c1ccc(F)cc1	30	-4.7	-2	5	5	54	-10	0.1
CC(C)(C)Sc1ccc(/C=N/O)cc1[N+](=O)[O-]	26	-0.8	-2	38	5	-8	-16	0.3
Cc1noc(C)c1C(=O)N(C)C[C@@H]1OCc2ccccc2-c2ccccc2C(=O)N([C@H](C)CO)C[C@@H]1C	-4	2.7	4	-2	1	1	2	0.2
Cc1cccc(Cn2nc(C)cc2NC(=O)CCCn2ccc([N+](=O)[O-])n2)c1	-13	2.7	3	11	-4	17	1	0.1

# More results follow.
Structure	INS-1E GSIS act	CFTR F508del cor	DENV2 CPE rescue	ARNT TACC3 PPI	ERp5 inh	PAX8 reporter	EWS-Fli block	Xi reactivation
CCCCNC(=O)c1ccc2c(c1)C(=O)N(Cc1ccncc1)C2=O	-11	-4.8	nt	3	-1	17	nt	-0.1
C[C@H](CO)N1C[C@H](C)[C@@H](CN(C)Cc2ccncc2)Oc2c(NC(=O)Nc3ccc(F)cc3)cccc2C1=O	-2	1.7	-6	5	-2	-4	1	0.0
CN(C)S(=O)(=O)c1ccc(Cl)c(NC(=O)COC(=O)/C=C/c2ccc(S(=O)(=O)N3CCOCC3)cc2)c1	nt	-2.9	nt	3	-4	31	6	-0.1
CCn1ccnc1CNCc1cn(-c2cc(C)ccc2C)nc1-c1ccccc1	-3	2.4	12	nt	3	-5	22	0.0
Cc1ccc(-n2ncc3c(=O)n(CC(N)=O)cnc32)cc1	2	0.1	1	-3	0	-5	2	0.0
Fc1ccc(-[n+]2nc(Nc3ccccc3)sc2-c2c(Cl)cccc2Cl)cc1	-44	2.3	4	12	1	32	13	0.0
O=C1Nc2ccccc2SC1=Cc1ccccc1	nt	1.8	-7	nt	-2	-59	-2	0.0
C[C@H](CO)N1C[C@H](C)[C@H](CN(C)S(=O)(=O)c2ccccc2)Oc2ccc(NC(=O)c3ccncc3)cc2CC1=O	-6	0.3	13	3	-1	3	7	0.0
O=C(CN1CCN(Cc2ccccc2Cl)CC1)N/N=C/c1cccs1	nt	1.3	5	nt	3	3	11	0.0
COC(=O)C1CCN(C(=O)CSc2nnc(-c3ccccc3)o2)CC1	8	0.2	-1	-3	2	-5	-2	0.1
